# Screens deposited in PubChem by several laboratories.
# MC4R antag cAMP: MC4R antagonists of cAMP signaling, primary screen, cell-based, TR-FRET, antagonist arm of biased-ligand search. Melanocortin receptor 4 (Homo sapiens), P32245. 360,000 tested, 0.48% active. MC4R-expressing cells, MTII-stimulated cAMP, LANCE TR-FRET. inhibition, % at 6.5 µM;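 active means inhibition above its plate's cutoff, the mean of tested wells on that plate plus 3 SD, cut at about 29% in these data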;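 further: 0% = Melanotan II alone and 100% = Melanotan II plus saturating MCL0020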
# Target sequence (P32245 whole entry, looked up): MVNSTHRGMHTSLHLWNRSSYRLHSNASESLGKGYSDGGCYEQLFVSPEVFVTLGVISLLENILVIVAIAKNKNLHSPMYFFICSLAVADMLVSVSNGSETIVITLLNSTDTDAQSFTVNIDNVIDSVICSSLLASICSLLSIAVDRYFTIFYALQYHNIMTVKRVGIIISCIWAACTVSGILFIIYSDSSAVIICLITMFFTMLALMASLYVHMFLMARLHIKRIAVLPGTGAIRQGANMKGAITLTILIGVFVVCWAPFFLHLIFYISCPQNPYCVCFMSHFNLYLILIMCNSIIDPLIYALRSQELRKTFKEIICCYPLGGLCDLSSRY
#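 Material: U2OS-MC4R stable cell line | Reagent: Melanotan II challenge after compound preincubation | Doses: One concentration, 6.5 µM nominal | Incubation: 30-min compound preincubation, 1-h Melanotan II challenge, 1-h detection, room temperature | Signal: TR-FRET cAMP assay | Replicates: One well per compound, no replicates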
# aDG glyco act: activators of alpha-DG glycosylation, primary screen, uHTS, Pro5-aDG cells, AlphaScreen | alpha-DG glycosylation AlphaScreen (IIH6); 0% Pro5, 100% B10-LARGE cell signal | activation, % at 10 µM | 360,000 tested, 0.22% active;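 active means activation of at least 8% versus controls, or a plate z-score of at least 8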;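 further: Pro5 are CHO cells carrying HIG-tagged alpha-DG that lacks glycosylation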
# H9c2 protect: cardioprotection against H2O2-induced cell death, primary screen, uHTS, H9c2 cells, ATPLite luminescence; protection from H2O2 cell death, % at 20 µM; 360,000 tested, 0.63% active; H9c2 cardiomyocytes, H2O2 injury protection, 2 h;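 active means compounds giving at least 50% protection of heart cells from peroxide-induced death in the single-dose screen, raw or plate-pattern-corrected value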;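 further: 0% = DMSO wells with peroxide and 100% = DMSO wells without peroxide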
# CaV13 FRET inh: Disruptors of the CACNA1D IQ motif to Ca2+-dependent inactivation inhibitor domain association, primary screening, Förster resonance energy transfer in intact living …. HEK cells, CFP/YFP FRET ICDI-IQ, plate reader, 10 min; percent FRET-ratio fall versus neutral wells. inhibition, % at 12.3 µM. 340,000 tested, 0.098% active;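 active means mean replicate inhibition of at least 30% and at least 1% of replicates passing that level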;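 further: 0% = median of the neutral control wells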
# ABCB6 inh MLPCN: ABCB6 transporter inhibitors, primary screen, K562-ABCB6 cells, flow cytometry, MLPCN library; ATP-binding cassette sub-family B member 6 (Homo sapiens), Q9NP58; K562-ABCB6 porphyrin accumulation, 1 h; stronger effect = lower value; fluorescence ratio to DMSO, % at 10 µM; 360,000 tested, 0.19% active;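 active means fluorescence ratio to DMSO below 75%, the collection mean minus 3 SD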;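 further: signal is porphyrin accumulated inside mitochondria; 100% equals median channel fluorescence of DMSO control wells; lower ratio means ABCB6 inhibition with less porphyrin fluorescence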
# Glyco luc inh: increase of ERlucT glycosylation luciferase signal, primary screen, N-linked glycosylation inhibitor project, D54 ERlucT cells, luminescence, set 2 | D54 ERlucT glycosylation luciferase reporter, 24 h; percent of 100 nM tunicamycin response | reporter increase, % at 12.5 µM | 360,000 tested, 0.23% active | AID 588692, 2011;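 active means mean luciferase reporter signal, scaled so untreated is 0 and the glycosylation-blocking control 100, at or above a set limit in every replicate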;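 further: luciferase carries N-glycosylation sites so blocking glycosylation raises the light; 0% = median of neutral control wells and 100% = median of 100 nM tunicamycin wells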
# PDI inh: inhibitors of human PDI, primary screen, biochemical, turbidity, single point, plate reader. Protein disulfide-isomerase (Homo sapiens), P07237. PDI insulin aggregation turbidity, A650, 90 min. inhibition, % at 10 µM. 350,000 tested, 0.052% active. AID 588391, 2011;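 active means mean inhibition across replicates of 30% or more, whatever share of single replicates reach that level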;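 further: absorbance from insulin aggregation driven by PDI reduction with DTT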
# m5-HT2A agonist: mouse Htr2a agonists via beta-arrestin recruitment, primary screen, cell-based, luminescence; 360,000 tested, 0.66% active; activation, % at 7.6 µM; CHO-K1 mHTR2A beta-arrestin complementation; percent of 30 µM serotonin response;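 active means activation above a run cutoff, the mean activation of all tested compounds plus 3 SD, cut at about 14% in these data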;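 further: 0% = plate median of compound wells and 100% = 30 µM serotonin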
# Target sequence (P35363 whole entry, looked up): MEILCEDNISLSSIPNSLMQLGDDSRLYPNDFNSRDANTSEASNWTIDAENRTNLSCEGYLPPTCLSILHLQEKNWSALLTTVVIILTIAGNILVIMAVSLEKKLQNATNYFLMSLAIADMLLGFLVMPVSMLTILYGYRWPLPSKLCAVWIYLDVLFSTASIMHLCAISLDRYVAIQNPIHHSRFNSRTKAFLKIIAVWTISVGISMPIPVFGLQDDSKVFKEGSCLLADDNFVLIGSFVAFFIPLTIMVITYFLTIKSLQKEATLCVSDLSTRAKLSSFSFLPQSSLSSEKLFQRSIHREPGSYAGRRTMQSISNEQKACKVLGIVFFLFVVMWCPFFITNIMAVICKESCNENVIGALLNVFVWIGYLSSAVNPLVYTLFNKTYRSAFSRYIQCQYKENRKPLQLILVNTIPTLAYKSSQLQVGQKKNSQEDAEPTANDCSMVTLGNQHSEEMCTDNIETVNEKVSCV
# MC4R barr agon: MC4R agonists recruiting beta-arrestin, primary screen, cell-based, luminescence, agonist arm of biased-ligand search. 360,000 tested, 0.98% active. activation, % at 8.9 µM. Melanocortin receptor 4 (Homo sapiens), P32245. U2OS MC4R beta-arrestin complementation; percent of melanotan II response, DMSO zero;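 active means activation above a per-plate cutoff, the mean activation of sample wells on that plate plus 3 SD, cut at about 8% in these data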
# Vif inh: HIV Vif self-association inhibitors, primary screen, imaging, HEK293T, single point; HEK293T cells, Vif self-association by quenched fluorescence, 24 h; inhibition, % at 7.49 µM; 340,000 tested, 0.35% active; in the data active means inhibition above about 50%, passing the limit was not always enough; further: some results filed as inactive read as strong as hits
# Active calls of the source: *; nt = not tested or not shown.
Molecule	MC4R antag cAMP	aDG glyco act	H9c2 protect	CaV13 FRET inh	ABCB6 inh MLPCN	Glyco luc inh	PDI inh	m5-HT2A agonist	MC4R barr agon	Vif inh
CCCCn1c(N)c(N(CC(C)C)C(=O)c2cc(-c3ccc(OC)cc3)nc3ccccc23)c(=O)[nH]c1=O	1.1	0.1	6.1	-6.3	96.0	1.1	2.8	4.0	-1.8	-5.4
Cc1ccc(C(=O)COC(=O)CCN2C(=O)C3C4C=CC(C5CC45)C3C2=O)cc1 (stereo not drawn)	5.1	0.1	1.4	-2.1	93.0	0.5	-6.2	0.0	4.4	6.4
Cc1ccc(Cl)cc1N(CC(=O)N1CCCCCC1)S(C)(=O)=O	7.3	-0.1	4.8	-3.9	92.0	2.5	0.3	3.9	-1.5	2.6
CCSc1nc(O)cc(=O)[nH]1	11.8	-0.1	-0.4	-18.9	98.0	2.6	0.1	4.0	-0.9	-1.6
Cc1noc(C)c1CSCC(=O)Oc1ccc(N(C)S(=O)(=O)c2ccc(Cl)cc2)cc1	6.8	-0.2	-3.9	-6.5	100.0	3.6	3.9	3.5	-3.8	3.5
Cc1ccc(C(=O)OCC(=O)NCCC2=CCCCC2)cc1N	12.9	-0.2	2.0	1.0	92.0	0.2	1.3	2.5	1.0	-3.1
COc1ccc(N(C(=O)c2cc3ccccc3oc2=O)C2C=CS(=O)(=O)C2)c(OC)c1 (stereo not drawn)	0.2	-0.3	16.1	-3.7	94.0	-2.3	4.0	0.1	-1.8	-0.5
O=c1cc(CN2CCN(S(=O)(=O)c3ccc4c(c3)OCCO4)CC2)c2ccc(O)cc2o1	-3.0	0.0	24.7	-3.4	100.0	-2.0	22.3	5.4	-2.2	2.7
O=C(COC(=O)Cn1cnc2ccccc21)NCCc1ccc(Cl)cc1	2.4	-0.2	13.1	-4.4	101.0	1.7	0.1	6.3	-1.2	-1.3
Fc1ccc(CSc2nnc(-c3ccncc3)o2)cc1	13.1	-0.3	1.3	2.7	96.0	-8.6	4.7	3.4	0.1	-7.6

# One compound at a time, as listed above:
# Shown for CCCCn1c(N)c(N(CC(C)C)C(=O)c2cc(-c3ccc(OC)cc3)nc3ccccc23)c(=O)[nH]c1=O → MC4R antag cAMP: 1.1; aDG glyco act: 0.1; H9c2 protect: 6.1; CaV13 FRET inh: -6.3; ABCB6 inh MLPCN: 96.0; Glyco luc inh: 1.1; PDI inh: 2.8; m5-HT2A agonist: 4.0; MC4R barr agon: -1.8; Vif inh: -5.4
# Shown for Cc1noc(C)c1CSCC(=O)Oc1ccc(N(C)S(=O)(=O)c2ccc(Cl)cc2)cc1 → MC4R antag cAMP: 6.8; aDG glyco act: -0.2; H9c2 protect: -3.9; CaV13 FRET inh: -6.5; ABCB6 inh MLPCN: 100.0; Glyco luc inh: 3.6; PDI inh: 3.9; m5-HT2A agonist: 3.5; MC4R barr agon: -3.8; Vif inh: 3.5

# (continued)
Molecule	MC4R antag cAMP	aDG glyco act	H9c2 protect	CaV13 FRET inh	ABCB6 inh MLPCN	Glyco luc inh	PDI inh	m5-HT2A agonist	MC4R barr agon	Vif inh
O=C(Nc1ccccc1N1CCCCC1)c1ccc(-c2cccc(Cl)c2)o1	-0.3	-0.4	-2.3	-2.6	88.0	-1.1	-5.2	1.5	-1.7	-10.4
O=C(O)c1cc(S(=O)(=O)Nc2ccc3c(c2)OCCO3)c(Cl)cc1Cl	7.2	0.7	2.0	-1.8	99.0	-8.0	nt	-2.9	0.1	8.3
C=CCSC1=NC(=O)/C(=C/c2cccs2)S1	11.5	0.1	7.2	-15.6	98.0	10.6	-4.3	0.1	-1.0	-2.6
CCOCCOC(=O)C1=C(C)N(C)C(=O)NC1c1ccccc1Cl (stereo not drawn)	3.8	-0.1	-3.3	nt	101.0	-1.5	-2.8	-0.3	-0.5	-6.8
O=C(c1ccc(Br)o1)N(c1ccccn1)C1CCCCC1	6.8	-0.1	-0.3	-4.1	101.0	-0.1	-0.5	6.1	0.5	-6.6
COc1cc(C(=O)NNC(=O)c2ccc(S(=O)(=O)N3CCCCC3)cc2)cc(OC)c1OC	13.7	-0.1	5.7	-3.6	100.0	0.1	-4.1	-2.2	-3.5	21.9
O=C(Nc1ccc(Cl)cn1)c1cccc(S(=O)(=O)N2CCOCC2)c1	15.5	0.4	6.6	-3.4	94.0	-2.8	-0.7	4.3	1.2	-0.1
COc1ccc(CNC(=O)c2sc(=O)n(Cc3ccc(C)cc3)c2C)cc1OC	12.0	0.0	-0.9	54.8*	92.0	-8.1	2.2	-4.2	-0.5	-6.7
COc1cccc(OCc2nc(-c3cccc([N+](=O)[O-])c3)no2)c1	-5.2	-0.3	-8.2	6.2	106.0	2.2	-11.3	-0.5	-0.4	-6.1
Cc1nc2cc(S(=O)(=O)C(F)(F)F)ccc2s1	-0.3	-0.1	-4.9	-4.8	90.0	0.9	18.8	-3.2	-1.2	3.3
CC1(C(=O)NS(=O)(=O)Cc2cccc(Cl)c2)CCN1C(=O)Cc1ccc(Cl)cc1Cl (stereo not drawn)	11.0	0.3	-4.5	-6.4	110.0	1.0	-1.3	1.2	1.1	-2.6
O=C(O)CN1C(=O)/C(=C\C(Br)=C\c2ccccc2)SC1=S	-1.4	0.0	-4.1	-2.7	98.0	0.4	18.7	3.4	-2.0	49.9
Cc1cc(O)c(N=Cc2cc3c(cc2[N+](=O)[O-])OCO3)cc1C	7.4	-0.1	36.5	-20.4	98.0	0.1	-3.1	-3.0	-2.2	0.0
CCOc1ccc(C(=O)n2cnnc2N)cc1	0.1	-0.1	-4.8	-1.8	94.0	1.1	10.4	9.1	0.6	1.7
CCCc1nnc(NS(=O)(=O)c2ccc(OC)cc2)s1	3.7	-0.1	-2.8	-3.8	98.0	-1.1	1.2	-0.8	3.1	5.9
CCN(C(=O)COC(=O)CSc1ccccc1)c1c(N)n(Cc2ccccc2)c(=O)[nH]c1=O	4.2	-0.5	-2.8	-5.8	94.0	2.3	-2.4	-1.5	-4.8	-10.6
Cn1c(=O)cc(SCC(=O)N2CCCC2)c2cc(Cl)ccc21	4.8	0.1	16.7	-7.2	99.0	10.0	-5.0	3.8	-2.8	2.7
O=C(O)C12CC3CC(C1)CC(n1ncc(NCc4ccccc4)c(Cl)c1=O)(C3)C2	31.8*	0.4	0.1	14.6	107.0	-0.3	0.9	-1.6	1.8	5.9
CCCC(C(=O)NC(C)(C)C)N(Cc1ccc(F)cc1)C(=O)c1snc(C(N)=O)c1N (stereo not drawn)	-0.4	-0.1	13.1	-2.4	100.0	1.0	-4.1	5.1	-0.2	15.0
C/C(=N\O)C(C)(C)NC(=O)Nc1ccc(Cl)cc1	6.6	-0.2	-1.4	-4.3	101.0	2.7	1.9	3.0	2.0	-1.2

# Brought forward from above: three compounds, then new ones.
Molecule	MC4R antag cAMP	aDG glyco act	H9c2 protect	CaV13 FRET inh	ABCB6 inh MLPCN	Glyco luc inh	PDI inh	m5-HT2A agonist	MC4R barr agon	Vif inh
O=C(O)C12CC3CC(C1)CC(n1ncc(NCc4ccccc4)c(Cl)c1=O)(C3)C2	31.8*	0.4	0.1	14.6	107.0	-0.3	0.9	-1.6	1.8	5.9
CCCC(C(=O)NC(C)(C)C)N(Cc1ccc(F)cc1)C(=O)c1snc(C(N)=O)c1N (stereo not drawn)	-0.4	-0.1	13.1	-2.4	100.0	1.0	-4.1	5.1	-0.2	15.0
C/C(=N\O)C(C)(C)NC(=O)Nc1ccc(Cl)cc1	6.6	-0.2	-1.4	-4.3	101.0	2.7	1.9	3.0	2.0	-1.2
Cc1cc2ccccc2cc1CN1CCCCC1	4.7	0.0	3.3	-0.9	103.0	1.1	-0.6	2.3	-1.8	-2.7
O=S(=O)(NCC(c1cccnc1)N1CCc2ccccc2C1)c1ccccc1 (stereo not drawn)	2.9	0.2	1.7	-13.7	97.0	2.1	8.2	-5.7	-3.2	11.3
CCN(CC)S(=O)(=O)c1ccc2c(c1)nc(SC(C)C(=O)NCC1CCCO1)n2CC (stereo not drawn)	-2.6	0.0	-0.1	-5.5	91.0	-1.2	-2.6	-3.3	-3.6	10.3
CC(C)C(=O)NC(=S)Nc1ccc(S(=O)(=O)N(C)Cc2ccccc2)cc1	8.7	-0.5	-14.5	nt	101.0	1.4	4.7	2.7	0.3	-4.5
O=[N+]([O-])c1cc(Cl)c(Cl)c(Cl)c1Cl	2.6	-0.2	1.9	nt	95.0	1.8	nt	4.4	-1.2	1.5
CCC12CN(C(=O)c3ccc(OC)cc3)CC(CC)(CN(C(=O)c3ccc(OC)cc3)C1)C2=O	1.8	-0.3	12.4	-4.3	97.0	0.0	-0.8	2.0	-0.3	-3.6
COc1cc(/C=C/C(=O)Nc2cccnc2)cc(OC)c1OC	0.3	-0.2	16.4	-20.1	97.0	3.7	-13.4	-3.6	-1.6	32.1
CCCN(C(=O)CSc1nnc2ccccn12)C1CCS(=O)(=O)C1 (stereo not drawn)	-2.3	0.2	5.2	-5.6	96.0	1.2	-5.9	-2.6	-0.9	-6.8
CCN1C[C@@H]2[C@@H]3C(=O)N(Cc4ccccc4)C(=O)[C@@H]3[C@](CC)(C(=O)OC)N2C1=NC	0.9	0.0	-3.8	-5.0	102.0	2.0	18.6	-3.0	0.2	4.4
O=C(OCC(=O)N1CCN(c2ccccc2)CC1)c1ccco1	10.1	0.0	4.3	-8.1	97.0	-0.7	-7.3	-2.0	-1.9	5.3
CS(=O)(=O)N1CCN(c2ccccc2NC(=O)Nc2cccc(Cl)c2)CC1	-4.8	0.1	-5.7	0.0	97.0	0.3	6.2	3.2	-1.5	3.8
COc1ccc(-n2c(SCc3cccnc3)nc3c(c2=O)SCC3)cc1OC	-1.1	0.0	2.2	-2.8	92.0	1.0	-5.9	6.1	-0.4	-0.2
O=C(COc1ccc(F)cc1)Nc1cc(Cl)ccc1-n1cncn1	3.0	-0.2	-1.8	-6.5	103.0	-1.0	-3.2	-1.2	-2.1	-2.1
COc1cc(/C=C(\NC(=O)c2ccccc2)C(=O)Nc2nccs2)ccc1OC(C)=O	-4.3	-0.4	6.0	-4.9	104.0	-0.8	-5.8	-1.5	-0.1	7.2
O=C1COc2ccc(C(=O)COC(=O)CNC(=O)c3ccccc3)cc2N1	8.6	-0.1	-0.7	1.5	107.0	1.7	3.7	-0.1	-1.3	-0.6
CN1CCN(CCc2nc3cc(NC(=O)COc4ccc([N+](=O)[O-])cc4)ccc3n2C)CC1	2.2	-0.2	-1.6	-13.4	104.0	-5.9	-1.2	-0.9	-2.5	23.8

# An unsorted share of the library (roughly 3.6% active in at least one column).
